TLR9-MyD88 inh: blocks human TLR9 binding to MyD88. Q9NR96+Q99836. CHO BLA complementation TLR9-MyD88, CCF4 FRET ratio. inhibition, % at 4.98 µM. 0.21% of 340,000 active;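 active = inhibition above the mean over all tested compounds plus 3 SD, cut at about 21% in these data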;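 note: 0% = DMSO only wells and 100% = clavulanate BLA inhibitor control wells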
NOD2-RIPK2 inh: blocks binding of human NOD2 to RIPK2; O43353; CHO BLA complementation NOD2-RIPK2, CCF4 ratio; inhibition, % at 4.98 µM; 0.38% of 360,000 active; in the data active = inhibition above about 21%;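 note: 0% = vehicle only and 100% = reference blocker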
Target sequence (O43353 whole entry, looked up): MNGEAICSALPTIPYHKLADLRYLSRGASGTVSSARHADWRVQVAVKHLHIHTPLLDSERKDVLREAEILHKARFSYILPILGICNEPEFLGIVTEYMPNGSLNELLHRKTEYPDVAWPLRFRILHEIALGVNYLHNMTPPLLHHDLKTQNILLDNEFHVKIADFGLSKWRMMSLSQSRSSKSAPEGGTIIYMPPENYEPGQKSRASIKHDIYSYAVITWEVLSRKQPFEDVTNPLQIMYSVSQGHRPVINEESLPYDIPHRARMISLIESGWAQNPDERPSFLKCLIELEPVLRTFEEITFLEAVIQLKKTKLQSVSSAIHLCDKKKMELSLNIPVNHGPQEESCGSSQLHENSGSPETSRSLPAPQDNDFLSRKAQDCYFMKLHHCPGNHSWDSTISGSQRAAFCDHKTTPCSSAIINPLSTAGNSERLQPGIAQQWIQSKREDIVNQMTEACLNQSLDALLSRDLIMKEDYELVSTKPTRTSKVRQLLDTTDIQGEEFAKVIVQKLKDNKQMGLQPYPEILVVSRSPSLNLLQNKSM
NR5A2 inv ag: NR5A2 inverse agonism in reporter assay | inhibition, % at 3.6 µM | 0.13% of 360,000 active | O00482 | HEK293T StAR-luciferase reporter, LRH-1 transfected, 24 h | AID 602396;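 active = inhibition above the mean inhibition of all tested compounds plus 3 SD, cut at about 73% in these data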;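 note: 0% = DMSO wells and 100% = reporter-only cells lacking LRH-1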
EBV LMP1 NFkB: reduces LMP1-driven NF-kappaB luciferase signal | LMP1-induced NF-kappaB luciferase reporter cells, luminescence | inhibition, % at 12.5 µM | 0.69% of 350,000 active; in the data active = inhibition above about 41%; inconclusive = no clear call, values can overlap the other calls;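 note: 0% = neutral control wells and 100% = reference inhibitor control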
COUP-TFII inh: blocks human COUP-TFII nuclear receptor. AID 686940. P24468. HEK293T NGFI-A luciferase reporter, luminescence. 0.7% of 370,000 active. inhibition, % at 8.6 µM;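 active = inhibition above a per-plate cutoff, mean inhibition of test wells between control levels plus 3 SD, cut at about 38% in these data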;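 note: cells cotransfected with COUP-TFII expression vector driving the NGFI-A reporter; 0% = median of COUP-TF2 test wells and 100% = reporter-only cells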
Target sequence (P24468 whole entry, looked up): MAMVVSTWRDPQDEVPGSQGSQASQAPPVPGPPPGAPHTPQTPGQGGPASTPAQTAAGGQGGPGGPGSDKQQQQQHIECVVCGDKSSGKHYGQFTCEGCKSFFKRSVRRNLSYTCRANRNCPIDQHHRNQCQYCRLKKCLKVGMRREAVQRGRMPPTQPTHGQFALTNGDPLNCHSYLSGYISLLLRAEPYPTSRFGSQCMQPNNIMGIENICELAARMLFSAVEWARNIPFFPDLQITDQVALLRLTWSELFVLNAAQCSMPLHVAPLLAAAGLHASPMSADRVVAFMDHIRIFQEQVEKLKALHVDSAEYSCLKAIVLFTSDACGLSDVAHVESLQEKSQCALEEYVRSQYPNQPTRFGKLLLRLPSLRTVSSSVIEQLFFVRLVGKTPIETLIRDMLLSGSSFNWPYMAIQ
TROY signal inh: TROY signaling inhibition; Q293 LMP1-TROYcd NF-kB luciferase reporter, 4 h; AID 1347056; 0.98% of 360,000 active; inhibition, % at 10 µM;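 active = compounds whose plate-normalised and pattern-corrected inhibition of the luciferase reporter signal at the single screening dose is 50% or more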
Vif inh: blocks HIV Vif function; inhibition, % at 7.49 µM; AID 602346; HEK293T cells, Vif self-association by quenched fluorescence, imaging, 24 h; 0.35% of 340,000 active; in the data active = inhibition above about 50%, passing the limit was not always enough; inconclusive = no clear call, values can overlap the other calls; inactive = below about 31%; note: some results filed as inactive read as strong as hits
TRAIL sens C8: caspase-8 TRAIL sensitization | NB7+C8 cells + TRAIL, ATPlite viability luminescence | inhibition (viability loss, TRAIL sensitization), % at 10 µM | 1% of 360,000 active | AID 624354;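 active = compounds causing at least 50% loss of cell viability in the single-dose screen, relative to plate controls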
SRC1 inh: inhibitors of human steroid receptor coactivator 1 (SRC1). 0.12% of 360,000 active. HEK293 GAL4-SRC1 luciferase reporter, luminescence. inhibition, % at 3.6 µM. Q15788;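 active = inhibition above the campaign mean plus 3 SD, with each screening campaign given its own cutoff, cut at about 60% in these data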;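 note: 0% = DMSO treated cells and 100% = gossypol at 36 µM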
NCOA2 inhibitor: inhibits human steroid receptor coactivator 2. 0.17% of 370,000 active. Q15596. inhibition, % at 9 µM. HEK293 GAL4-SRC2 luciferase reporter, luminescence;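 active = inhibition above the mean inhibition of all tested compounds plus 3 SD, set per campaign, cut at about 52% in these data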;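 note: 0% = DMSO treated cells and 100% = cells given Gossypol at 36 µM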
SRC3 inh: inhibits human SRC3 coactivator; Q9Y6Q9; AID 588352; inhibition, % at 3.6 µM; 0.17% of 360,000 active; HEK293 GAL4-SRC3 luciferase reporter, luminescence;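 active = inhibition above a per-campaign cutoff, the mean of all compounds plus 3 SD, cut at about 60% in these data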;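 note: 0% = DMSO-treated cells and 100% = gossypol-treated cells at 36 µM; higher means less SRC3-driven luciferase light from the GAL4 reporter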
* = called active by the depositor; ? = inconclusive; . = no result given.

nr | structure | TLR9-MyD88 inh | NOD2-RIPK2 inh | NR5A2 inv ag | EBV LMP1 NFkB | COUP-TFII inh | TROY signal inh | Vif inh | TRAIL sens C8 | SRC1 inh | NCOA2 inhibitor | SRC3 inh
1 | O=C(N/N=C/c1cccc2cccnc12)[C@H]1C[C@@H]1c1ccccc1 | 7 | 4 | 1 | 9 | 17 | 16 | -5 | -3 | 3 | 11 | 20
2 | Fc1ccccc1NC(=S)N1CCOCC1 | 4 | -8 | -18 | 0 | 6 | 2 | 5 | -11 | 19 | 3 | -13
3 | CC1(C(=O)NS(=O)(=O)c2cccc(C#N)c2)CCN1C(=O)Cc1ccccc1 (stereo not drawn) | . | -13 | 0 | . | -10 | 10 | -1 | -5 | -5 | 4 | -14
4 | COC(CNC(=O)C(=O)Nc1cc2c3c(c1)CC(=O)N3CCC2)OC | 2 | -12 | -14 | -4 | -1 | -11 | -7 | -12 | 1 | 0 | -7
5 | COc1ccc(/C=C/C(=O)Oc2ccc(/C=N/NC(=O)COc3c(C)cccc3C)cc2)cc1 | -1 | 7 | -7 | -2 | -13 | 10 | 5 | 20 | 0 | -17 | -1
6 | O=C(CSc1nc(-c2ccccc2)c(-c2ccccc2)[nH]1)NCCN1C(=O)CSC1=O | -9 | 0 | -15 | 4 | 10 | -4 | -7 | 1 | 6 | -20 | 6
7 | Cc1cc(C)cc(NC(=O)C(c2ccccc2)N2CCN(CC(=O)NC3CC3)CC2)c1 (stereo not drawn) | 3 | -12 | 6 | -1 | 5 | -24 | 5 | 1 | -3 | -3 | 7
8 | Cc1ccccc1NC(=O)c1ccc2c(c1)C(=O)N(CCC(C)C)C2=O | 8 | 2 | -6 | -8 | -10 | 3 | 3 | 21 | -3 | -12 | 4
9 | Cc1oc(-c2cccc3ccccc23)nc1CN1CCC[C@H]1CO | 2 | -4 | 3 | 1 | -12 | 11 | 4 | -2 | -11 | -7 | -4
10 | CSc1ncc2[nH]c(C(O)c3ccccc3)nc2n1 (stereo not drawn) | -3 | -6 | -9 | 9 | 33 | -5 | -16 | 5 | -27 | -11 | -7
11 | Cc1nc(SCC(=O)NCc2ccccc2)c2oc3ccccc3c2n1 | -5 | 1 | 2 | 3 | 16 | 13 | 3 | 13 | -9 | -10 | 0
12 | O=C(O)c1ccc(-c2nc(-c3ccccc3)cs2)cc1 | 0 | -7 | -162 | -29 | -30 | -47 | 3 | 3 | -117 | -16 | -84
13 | O=C(CSc1nc2ncc(Br)cc2[nH]1)Nc1ccc2c(c1)OCO2 | 4 | 3 | 61 | -13 | -4 | 11 | 21 | -4 | -2 | -3 | -39
14 | O=C(O)C1CCN(C(=O)CSc2nc3ccccc3c(=O)n2Cc2ccccc2)CC1 | -13 | -14 | 4 | -6 | 9 | -7 | 12 | -1 | 8 | 7 | -24
15 | O=C(NCC(=O)c1ccccc1)OCc1ccc([N+](=O)[O-])cc1 | -9 | -2 | -6 | 68* | -3 | -16 | -2 | 20 | -5 | -21 | -30
16 | OCCNC(=S)Nc1ccc2nsnc2c1 | -2 | 6 | 1 | 0 | 33 | 5 | 28 | 9 | 15 | 10 | 2
17 | CN(C)c1cc2c(cc1NC(=O)c1ccccc1Cl)n(C)c(=O)n2C | 3 | -4 | 16 | -2 | -5 | 3 | 13 | -4 | -11 | -6 | 4
18 | COc1cccc(CN(C)C(=O)c2cccc(S(=O)(=O)N3CCN(c4ccc(F)cc4)CC3)c2)c1OC | 5 | 2 | 6 | 25 | 59* | 33 | -6 | 25 | 8 | 25 | 17
19 | COc1ccc(C(=O)C=CNNC(=O)c2ccc(Cl)cc2)cc1 | -2 | 2 | -27 | 19 | -16 | -10 | 1 | 12 | -11 | -24 | -29
20 | COc1cc(SC)ccc1C(=O)N(C)Cc1ccccc1 | -4 | -2 | -14 | 0 | -4 | -9 | -6 | -9 | 2 | -19 | 3
21 | Cc1ccc(NC(=O)Nc2sc(=S)n(C)c2C)cc1 | 1 | 5 | 22 | -6 | . | -21 | 0 | -5 | 4 | . | -8
22 | NC(=O)/C(=C\c1cccnc1)NC(=O)c1ccccc1 | -1 | -6 | -13 | -6 | -1 | 27 | 3 | -1 | -14 | 6 | 8
23 | Fc1cc2ncn(Cc3ccccc3)c2cc1F | -4 | 6 | 6 | -1 | -21 | -5 | ? | 1 | -14 | -9 | 13
24 | CC(C)COC(=O)N(C)C[C@@H]1OCc2cnnn2CCCC(=O)N([C@H](C)CO)C[C@H]1C | -1 | -11 | -4 | -4 | -12 | -4 | . | -20 | 5 | 6 | -17
25 | Cc1cc(N2CCN(S(=O)(=O)c3ccc(Br)cc3)CC2)n2ncnc2n1 | 3 | -10 | -7 | -6 | -5 | 2 | 2 | -1 | 8 | -26 | 16
26 | O=C(NCC1CCCO1)C1CCN(C(=O)c2ccc(Br)cc2)CC1 (stereo not drawn) | -10 | -5 | 0 | -2 | -27 | 3 | . | -2 | 10 | -4 | -1
27 | O=C(CN(C(=O)c1csnn1)c1ccccc1)NCc1ccc2c(c1)OCO2 | -8 | 1 | -2 | -3 | -4 | -8 | 2 | 3 | -13 | 5 | -17
28 | Cc1ccc(S(=O)(=O)N2CCC(C(=O)NCCN3CCCCCC3)CC2)cc1 | 3 | -3 | -6 | 0 | -1 | 5 | 6 | -10 | 5 | 0 | 17
29 | COc1ccc2nc(SCC(=O)NC(C)(C)C)[nH]c2c1 | 10 | 2 | -20 | 11 | -35 | -21 | 3 | -2 | -7 | -9 | 0
30 | Cc1cn([C@H]2C[C@H](O)[C@@H](CNS(=O)(=O)c3ccc(NS(=O)(=O)N(C)C)cc3)O2)c(=O)[nH]c1=O | 0 | 5 | 7 | 0 | -4 | -8 | . | -7 | 8 | 6 | -9
31 | O=S(=O)(c1ccc(F)cc1)N1CCN(C(=S)NCC2CCCO2)CC1 (stereo not drawn) | 0 | -9 | -1 | 2 | -16 | -18 | -1 | -18 | -16 | -15 | 10
32 | O=C(c1cc(S(=O)(=O)N2CCOCC2)c(Cl)cc1Cl)N1CCCCC1CO (stereo not drawn) | 3 | -17 | -15 | 0 | 6 | -4 | -9 | -11 | 14 | 15 | 16
33 | Cc1ccc(SCC(=O)NCc2ccncc2)cc1 | -1 | -8 | 10 | 2 | -8 | 4 | -4 | -19 | -18 | -26 | -2
34 | O=C(Cc1ccc2ccccc2c1)Nc1ccccc1Br | 2 | 10 | -2 | -7 | -1 | 5 | 5 | 1 | 0 | -15 | -18
35 | CC1CCCN(C(=O)Cn2cnc3c2c(=O)n(C)c(=O)n3C)C1 (stereo not drawn) | 4 | 2 | 0 | -7 | -1 | -1 | 6 | 8 | -8 | 4 | -2
36 | Cn1cnnc1SCC(=O)NNC(=O)COc1ccc(Cl)cc1 | 6 | -4 | 5 | 3 | -13 | 10 | -3 | 6 | 6 | -21 | -6
37 | CCc1[nH]nc(C(=O)N2CCCC(CO)(Cc3ccc(F)cc3F)C2)c1C (stereo not drawn) | -6 | 7 | 17 | -5 | 7 | -1 | -1 | -5 | 6 | 23 | -3
38 | COc1ccc(CNC(=O)C[C@H]2C[C@H](C(=O)N3CCOCC3)[C@@]3(CCC4CCCC4)c4[nH]c5cc(-c6ccco6)ccc5c4CCN3C2=O)cc1OC | -1 | -11 | -42 | 7 | -1 | 8 | 10 | 6 | -18 | -13 | -24
39 | COCCNc1nc(Oc2ccc(C(N)=O)cc2)c2sccc2n1 | . | -10 | 2 | . | 14 | 6 | 1 | -19 | 9 | 4 | 5
40 | CCCNC(=O)COc1coc(CN2CCN(c3cccc(Cl)c3)CC2)cc1=O | 2 | -2 | 23 | 8 | 12 | -10 | 2 | 12 | -2 | -7 | 3
41 | CCc1ccc(-c2cc3c(=O)n(CC(=O)NCCCN4CCN(C)CC4)ncn3n2)cc1 | 6 | -10 | -57 | 13 | -74 | -31 | -7 | 59* | -88 | -62 | -117
42 | CN(C)CCCNS(=O)(=O)c1ccc(-n2nnc3ccccc32)c([N+](=O)[O-])c1 | -3 | 0 | 12 | -1 | 16 | -21 | 2 | 9 | 4 | 5 | -42
43 | CC(OC(=O)CNC(=O)COc1ccccc1)C(=O)N(C)Cc1ccccc1 (stereo not drawn) | -9 | -1 | -8 | 4 | -12 | -10 | 24 | -17 | -17 | -8 | 9
44 | O=[N+]([O-])c1ccc2cn(C3OC(CO)C(O)C3O)nc2c1 (stereo not drawn) | -4 | -17 | 3 | -2 | 2 | -3 | . | 5 | -34 | 4 | 2
45 | COC(=O)c1sc(-c2ccc(Cl)cc2)cc1NC(=O)c1ccccc1C(=O)O | 4 | -2 | -73 | 0 | -49 | -43 | -4 | -12 | -22 | -71 | -26
46 | N#C/C(=C\c1cc2c(cc1Br)OCO2)c1ccc(C(=O)O)cc1 | -1 | 2 | 1 | -3 | -12 | 10 | 1 | 1 | -5 | 29 | -12
47 | COc1ccccc1NS(=O)(=O)c1cc(NC(=O)c2ccncc2)ccc1N1CCOCC1 | -2 | 0 | -7 | 9 | -1 | -12 | 0 | 8 | -52 | 17 | 6
48 | CCC(=O)N(CC)c1nc(-c2ccc(OC)cc2)cs1 | -2 | -2 | -116 | -19 | -30 | -43 | -3 | 2 | -54 | -52 | -51
49 | CCc1cc(-c2nnn(CCC3COCCO3)c2CC)ccc1-c1cn(Cc2ccccc2)nn1 (stereo not drawn) | 3 | 7 | 31 | 0 | 66* | 10 | -2 | 15 | 9 | 26 | -2
50 | O=C(CCNC(=O)c1ccc(Br)cc1)NCCCN1CCCC1=O | -14 | -13 | -15 | 0 | 3 | 0 | -3 | -14 | -4 | -9 | 8

(continued)
nr | structure | TLR9-MyD88 inh | NOD2-RIPK2 inh | NR5A2 inv ag | EBV LMP1 NFkB | COUP-TFII inh | TROY signal inh | Vif inh | TRAIL sens C8 | SRC1 inh | NCOA2 inhibitor | SRC3 inh
51 | O=C(c1ccoc1)N1CCC2(CC1)Oc1ccc(F)cc1C(=O)C21CC(c2ccc(Cl)cc2)=NO1 (stereo not drawn) | 2 | -2 | -12 | 0 | 11 | 2 | 1 | 16 | -11 | 5 | 17
52 | CSc1nc(-c2ccccc2)nc(N2CCN(C)CC2)c1C(C)=O | 3 | 2 | 5 | -23 | -10 | -10 | 5 | -7 | -17 | -4 | 9
53 | CCSc1ccc(NC(=O)c2cccnc2)cc1 | 1 | -5 | -23 | -5 | -29 | -38 | 33 | -11 | -35 | -47 | -42
54 | Cc1[nH]n2c(=O)cc(Cc3ccccc3)nc2c1C#N | -11 | -7 | -7 | -5 | 4 | -4 | 7 | 4 | 10 | -7 | 19
55 | c1ccc(-c2cc(-c3cc(-c4ccccc4)on3)no2)cc1 | -4 | 10 | -4 | -45 | 11 | -54 | -3 | 14 | -23 | -10 | -19
56 | CC(=O)NCCOc1cccc2ccccc12 | -2 | 6 | 7 | -1 | -16 | -19 | 9 | -10 | -2 | -8 | 8
57 | COc1ccc2c(c1)nc(-c1cccc(Br)c1)c(=O)n2C(c1ccccn1)c1nc2ccccc2[nH]1 (stereo not drawn) | . | -3 | -83 | . | -24 | -30 | -2 | 9 | -80 | -22 | -97
58 | CCn1c(SCC(=O)Nc2ccc(OC)c(OC)c2)nnc1-c1ccco1 | -7 | -10 | -11 | 4 | 4 | 21 | -1 | -10 | 8 | -10 | 20

Only part of the results is shown; count on the stated rates, not on these rows.
